# PREPL inhibitor = inhibits the human prolyl oligopeptidase-like enzyme; Q4J6C6; recombinant PREPL, fluorescence polarization activity-based probe; inhibition, % at 5.96 µM; 320,000 tested, 0.68% active; AID 2751; in the data active = inhibition above about 43%;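 also: 0% = enzyme with DMSO and 100% = wells lacking enzyme; many of its hits are not listed in these tables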
# Target sequence (Q4J6C6 whole entry, looked up): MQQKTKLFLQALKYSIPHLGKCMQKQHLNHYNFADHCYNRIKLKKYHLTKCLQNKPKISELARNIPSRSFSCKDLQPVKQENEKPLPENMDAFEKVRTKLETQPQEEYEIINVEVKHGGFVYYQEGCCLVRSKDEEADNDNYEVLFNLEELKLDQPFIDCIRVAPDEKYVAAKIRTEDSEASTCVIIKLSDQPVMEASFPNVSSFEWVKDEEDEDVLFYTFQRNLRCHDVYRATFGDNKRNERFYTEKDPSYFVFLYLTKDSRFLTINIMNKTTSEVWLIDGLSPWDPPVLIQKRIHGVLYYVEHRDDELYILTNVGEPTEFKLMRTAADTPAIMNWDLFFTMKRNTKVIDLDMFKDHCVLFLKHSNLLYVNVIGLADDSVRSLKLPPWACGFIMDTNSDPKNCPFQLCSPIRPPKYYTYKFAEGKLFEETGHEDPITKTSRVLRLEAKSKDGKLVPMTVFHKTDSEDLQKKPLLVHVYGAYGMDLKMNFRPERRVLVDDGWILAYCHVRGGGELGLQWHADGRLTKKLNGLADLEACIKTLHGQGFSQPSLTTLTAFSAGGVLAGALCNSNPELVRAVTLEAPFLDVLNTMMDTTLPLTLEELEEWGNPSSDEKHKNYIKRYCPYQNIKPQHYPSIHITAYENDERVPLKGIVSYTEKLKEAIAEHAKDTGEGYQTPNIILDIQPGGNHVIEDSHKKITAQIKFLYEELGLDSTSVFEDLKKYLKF
# Efflux pump inh = antifungal efflux pump inhibition, Nile Red retention; S. cerevisiae Candida pump triplex; inhibition, % at 10 µM; 330,000 tested, 0.44% active;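 active = plate passing quality check with inhibition over a set limit, or well fluorescence over plate mean plus 4 SD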;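 also: Nile Red retained in pooled yeast measured as flow cytometry median fluorescence; 0% = buffer negative control and 100% = Enniatin B positive control; higher means more Nile Red kept so more efflux inhibition; some compounds called inactive have numbers as strong as hits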
# GASC-1 inh = inhibitors of human GASC-1 (JMJD2C) demethylase; Q9H3R0; GST-JMJD2C(1-420) H3K9me3 demethylation, DELFIA europium; inhibition, % at 2.35 µM; 330,000 tested, 0.069% active; AID 2099;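 active = more than half of a compound's replicate wells show inhibition beyond 50%, single wells judged on their own value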;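 also: signal counts dimethyl H3K9 product captured on neutravidin plate; 0% = median of DMSO wells and 100% = 0.3 times that DMSO median; strong numbers were not always called active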
# PP5 primary = blocks human protein phosphatase 5 activity. purified PP5c, OMFP substrate fluorescence. inhibition, % at 6.7 µM. 320,000 tested, 0.18% active. AID 1987. P53041;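 active = inhibition above the campaign's mean inhibition across all tested compounds plus 3 SD, cut at about 9.5% in these data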;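 also: 0% = DMSO only and 100% = 100 µM cantharidin control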
# Fh CTSL1 inh = cathepsin L1 inhibition, PFM18AAP counter-screen. inhibition, % at 5.96 µM. 300,000 tested, 0.49% active. recombinant F. hepatica cathepsin L1, Z-Leu-Arg-MCA fluorescence;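 active = inhibition above the mean of all tested compounds plus 3 SD, set per screening campaign, cut at about 17% in these data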;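 also: 0% = plate median of test compound wells and 100% = 1 µM Z-Phe-Ala-diazomethylketone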
# PP1 inh = PP1-alpha (human) inhibition in PP5 counter-screen | AID 2235 | purified PP1alpha, OMFP fluorescence | P62136 | inhibition, % at 6.7 µM | 320,000 tested, 0.9% active;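 active = inhibition above the mean inhibition of all tested compounds plus 3 SD, computed separately for each screening campaign, cut at about 15% in these data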
# Target sequence (P62136 whole entry, looked up): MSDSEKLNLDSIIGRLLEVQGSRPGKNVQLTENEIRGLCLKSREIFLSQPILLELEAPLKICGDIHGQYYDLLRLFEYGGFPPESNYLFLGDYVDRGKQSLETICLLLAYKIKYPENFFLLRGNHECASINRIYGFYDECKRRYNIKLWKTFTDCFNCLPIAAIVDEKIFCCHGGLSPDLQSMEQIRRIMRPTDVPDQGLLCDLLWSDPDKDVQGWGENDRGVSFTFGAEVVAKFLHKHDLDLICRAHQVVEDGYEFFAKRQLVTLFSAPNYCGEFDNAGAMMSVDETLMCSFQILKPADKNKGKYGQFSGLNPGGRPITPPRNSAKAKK
# TPT1 inh = blocks Candida albicans tRNA 2'-phosphotransferase | AID 1962 | 300,000 tested, 0.81% active | inhibition, % at 5 µM | recombinant caTPT1, FP RNA substrate dephosphorylation;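 active = inhibition above the mean of all tested compounds plus 3 SD, set per screening campaign, cut at about 24% in these data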;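 also: plate controls were DMSO alone for no effect and ferristatin control at 100 nM for full effect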
# HCV core dimer = blocks dimerization of HCV core protein. 300,000 tested, 0.33% active. TR-FRET GST/Flag-core106 dimerization, 1536-well. inhibition, % at 5 µM. AID 1899;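 active = inhibition above the mean of all tested compounds plus 3 SD, set per screening campaign, cut at about 45% in these data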
#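 System: GST-tagged and Flag-tagged HCV core protein residues 1-106 / Input: core106 proteins, GST 13.5 nM and Flag 17 nM / Buffer or medium: KF-containing HEPES buffer, pH 7.45, DTT, CHAPS, BSA / Probe or stimulus: Eu-anti-GST and XL665-anti-Flag labelled anti-tag antibodies / Schedule: 4 h, 22.5 °C incubation / Technique: TR-FRET 671 and 617 nm emission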
# LYPLA2 counter = counter-screen for PME1 inhibitors: inhibitors of human LYPLA2; inhibition, % at 5.9 µM; O95372; AID 2177; 320,000 tested, 0.38% active; recombinant LYPLA2, FP-Rh probe fluorescence polarization;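 active = inhibition above the screen-wide mean plus 3 SD, limit set per campaign, cut at about 26% in these data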;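 also: 0% = LYPLA2 with DMSO and 100% = wells lacking LYPLA2 enzyme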
# Active calls of the source: *; . = no result given.
SMILES,PREPL inhibitor,Efflux pump inh,GASC-1 inh,PP5 primary,Fh CTSL1 inh,PP1 inh,TPT1 inh,HCV core dimer,LYPLA2 counter
CC(=O)c1cccc(NC(=O)Cc2cccs2)c1,8.8,-0.1,9.8,-1.5,5.3,-3.9,3.6,19.9,0.3
Cn1c(SCC(=O)Nc2ccc(N3CCOCC3)cc2)nnc1C1CC1,3.6,0.2,.,-1.9,.,-3.2,.,.,-3.6
CCOc1ccccc1C(=O)N1CCN(c2cccc(Cl)c2)CC1,10.0,0.0,-3.1,0.6,-2.7,-1.7,2.0,2.7,1.4
CC(=O)Nc1ccc(NC(=O)C2CCC(CNS(=O)(=O)c3cccc4nsnc34)CC2)cc1 (stereo not given),-1.8,0.1,15.1,-2.4,5.5,-4.3,-5.5,3.7,9.2
O=C(N/N=C\c1cccc(Cl)c1)c1ccc(Cn2cccn2)o1,7.0,0.0,-4.2,1.6,3.9,-0.1,-2.8,-7.8,1.6
CC(=O)NC12CC3CC(C1)CC(C(=O)Nc1c(C)n(C)n(-c4ccccc4)c1=O)(C3)C2,-4.4,-0.4,-11.8,-0.6,2.8,-4.0,-2.7,-18.6,-3.6
Cc1cc(C)c(CN2CCC(n3nccc3NC(=O)C3CCOC3)CC2)cc1C (stereo not given),3.2,0.1,11.0,-2.2,-0.6,-2.9,-2.0,6.1,5.4
NC(=O)c1ccc(-c2nnn(CC(=O)N(C3CCCC3)C3CCS(=O)(=O)C3)n2)cc1 (stereo not given),1.6,-0.1,4.4,3.1,.,1.3,.,.,1.5
COc1ccc2c(c1)cc(C(=O)N[C@@H](CCSC)C(=O)N1CCC[C@H]1C(=O)O)n2C,11.9,0.3,-11.6,3.6,-5.9,-1.7,2.9,-1.5,-1.6
CC(=O)Nc1ccc(S(=O)(=O)N2CCSC2c2ccc(Cl)cc2)cc1 (stereo not given),-9.4,0.1,-6.6,4.2,-7.7,-1.9,-5.4,8.7,-12.7
NC(=O)C1CCN(C(=O)COc2ccc3ccccc3c2)CC1,3.0,-0.1,12.4,0.4,-1.5,-0.7,6.7,-3.6,-2.6
CCOc1ccc(NC(=O)CSc2nccn2C)cc1,3.6,-0.1,4.2,0.6,-2.9,3.5,-0.5,-3.4,0.1
Cc1nn(-c2ccccc2)c(C)c1/C=C/C(=O)OCC(=O)Nc1ccc(C(N)=O)cc1,10.6,0.2,5.1,0.5,.,1.9,.,.,-3.8
CN(CCc1ccccn1)C(=O)Nc1ccc(F)cc1,3.5,0.1,1.0,-0.7,1.1,-4.5,-1.7,0.6,3.6
O=S(=O)(NN1CCOCC1)c1cc(Cl)cc(Cl)c1O,3.5,-0.1,2.7,-2.7,-0.2,4.2,0.3,7.1,-3.3
Cc1noc(C)c1COc1cccc(C(=O)OCC(=O)N2CC(=O)Nc3ccccc32)c1,-41.1,0.2,14.1,2.1,-4.8,-1.6,-3.9,3.3,5.3
COc1ccc(NC(=O)CSc2ccccc2)cn1,6.8,-0.1,18.8,-0.6,-1.2,-2.1,-14.4,2.9,-3.4
CC(C)Cn1nc(NC(=O)C(C)(C)C)c2cc3ccccc3nc21,0.3,-0.1,4.5,1.3,-1.6,-0.8,-3.1,0.5,-5.9
COc1ccc(C(=O)COC(=O)c2cc(S(=O)(=O)N3CCCCC3)ccc2N2CCOCC2)c(OC)c1,-4.3,0.1,2.3,3.7,3.1,1.1,-0.4,23.9,-9.8
c1ccc(-c2csc3ncnc(N4CCOCC4)c23)cc1,0.2,0.0,26.7,-0.1,1.0,-2.6,-3.2,7.2,3.1
Cc1cc2c(c(SCC(=O)N(C)c3ccccc3)n1)C(=O)OC2,-3.8,-0.1,-5.5,0.7,-1.0,-2.4,-0.4,-1.2,-3.4
O=C(CSCCOc1ccccc1)NCc1ccncc1,2.8,-0.1,1.0,-0.9,-3.1,-1.5,2.1,1.6,3.1
COC(=O)c1ccccc1NC(=O)CN1C(=O)C2CCCN2c2ncc(Cl)cc21 (stereo not given),-0.3,0.2,2.6,-1.1,1.6,13.1,18.6,49.9*,-26.9
COCc1cc(C)nc2sc3c(=O)n(-c4cccc5ccccc45)nnc3c12,-3.3,0.0,-7.9,-0.4,-1.7,-1.1,-2.5,3.6,0.9
CSc1cccc(NC(=S)N2CCCN(Cc3ccccc3F)C2)c1,-6.1,0.7,-5.1,3.9,-4.3,-0.1,2.2,4.9,-13.9

# Structures above marked active in HCV core dimer:
Compound	PREPL inhibitor	Efflux pump inh	GASC-1 inh	PP5 primary	TPT1 inh	HCV core dimer
COC(=O)c1ccccc1NC(=O)CN1C(=O)C2CCCN2c2ncc(Cl)cc21 (stereo not given)	-0.3	0.2	2.6	-1.1	18.6	49.9*

# (listing goes on)
SMILES,PREPL inhibitor,Efflux pump inh,GASC-1 inh,PP5 primary,Fh CTSL1 inh,PP1 inh,TPT1 inh,HCV core dimer,LYPLA2 counter
N#CC1=C(N)Oc2ccc3ccc(O)cc3c2C1c1cccnc1 (stereo not given),-2.9,0.0,-2.3,1.8,0.5,-2.6,8.0,3.6,2.5
COc1ccc(S(=O)(=O)N2CCC(N3CCN(c4ccccc4)CC3)CC2)cc1,-24.7,-0.1,1.8,0.2,-1.0,-3.0,-3.5,-5.4,-2.0
CC1CCN(CCCNC(=O)C2CCCN(c3ncnc4c3nc3n4CCCCC3)C2)CC1 (stereo not given),10.2,0.1,-1.3,0.0,0.0,4.1,-0.9,-2.7,5.8
CCn1cc(C(=O)N2CCCC2)c(=O)c2cc(S(=O)(=O)N(C)C)ccc21,3.4,-0.2,-5.1,-0.9,5.8,-4.3,-0.5,3.4,1.2
COc1ccc(-c2nnc(OC)c3ccccc23)cc1,-10.6,0.0,-3.0,1.4,0.7,-7.3,0.4,9.4,5.8
Cn1cccc1/C=N/NC(=O)CNc1cccc2ccccc12,40.8,-0.1,-2.0,4.8,2.5,1.2,2.9,-0.5,4.7
CCOC(=O)C1=C(O)C(=O)N(c2ccc(S(N)(=O)=O)cc2)C1c1ccc([N+](=O)[O-])cc1 (stereo not given),-1.3,0.0,-4.4,-2.4,2.9,7.1,2.3,0.7,-2.1
C=CCn1cccc(C(=O)Nc2ccc(SC)cc2)c1=O,6.7,0.0,-6.5,2.9,4.6,0.8,-0.1,-2.0,-0.3
C#CCC(NC(=O)c1ccc(C#N)cc1)C(=O)NCCC (stereo not given),0.9,-0.3,0.7,-0.5,.,-5.0,.,.,6.7
CC1Sc2ccc(S(=O)(=O)CCC(=O)NC(C)c3ccccc3)cc2NC1=O (stereo not given),-2.0,0.1,0.0,0.6,-2.4,0.3,0.6,7.6,4.5
COc1ccc(-c2noc(CCC(=O)Nc3cccnc3)n2)cc1OC,-5.0,-0.1,-0.7,-3.1,-3.6,-1.5,0.6,-3.8,1.8
Nc1nnnn1/N=C/c1cccc(O)c1,7.0,0.2,3.1,0.2,1.2,-2.6,3.6,-0.1,0.5
O=C(NCc1nnnn1-c1ccc(F)c(F)c1)C(=O)c1c[nH]c2ccccc12,-16.9,0.0,-11.8,-1.7,0.2,-2.8,-1.3,-1.2,1.6
CC(=O)c1nnn(-c2ccc([N+](=O)[O-])cc2C)c1C,8.1,-0.1,-6.7,-6.5,13.2,0.0,-6.1,3.2,-3.9
Cc1[nH]c2ccccc2c1/C=N/NC(=O)c1cc(-c2ccncc2)nc2ccccc12,6.2,-1.2,-6.2,2.6,1.7,-1.6,-1.9,-15.9,-0.6
COC(=O)C(=C/C(C)=C/c1cccs1)C(=O)OC,-8.6,-0.2,2.1,-0.3,-0.6,-3.4,-0.9,1.4,-5.3
O=[N+]([O-])c1cccnc1Oc1ccc(F)cc1F,-4.0,-0.1,-3.5,0.1,-1.1,-2.9,-2.8,-3.0,0.8
COc1ccc(CCC(=O)Nc2ccccc2C(F)(F)F)cc1,-2.6,0.1,2.6,3.7,-3.2,-0.2,1.0,-3.4,3.9
COc1cccc(NC(=O)COC(=O)c2ccccc2C(=O)N2CCN(c3ccccc3)CC2)c1,-7.9,0.5,2.9,1.6,-9.6,-2.2,-11.7,7.4,3.7
O=C(CN(Cc1ccccc1)C(=O)CNS(=O)(=O)c1ccccc1)NCC1CCCO1 (stereo not given),15.6,0.3,-9.2,0.4,0.1,1.1,3.6,-2.2,-5.8
Cc1ncc(CN2CCCCC2C(=O)Nc2ccc(Oc3ccccc3)nc2)cn1 (stereo not given),-6.8,0.1,-4.3,2.5,1.7,-1.3,-2.2,-5.4,7.3
C=CCCN(C(CC(C)C)C(=O)OC)S(=O)(=O)c1ccccc1Br (stereo not given),-5.1,0.2,-20.2,2.9,5.4,2.4,-1.2,-5.1,4.3
COc1ccc(/C(N)=N/OC(=O)Oc2ccccc2)cc1,-1.5,0.1,15.6,2.1,-0.9,1.9,-5.6,-4.6,-4.4
CCON1C(=O)CN(C(=O)OC)C1c1ccc(Cl)cc1Cl (stereo not given),-5.3,0.0,10.6,-1.0,-2.9,-1.7,-4.4,-0.2,-5.5
O=C(CCn1nnnc1CN1CCOCC1)N1CCC(c2cccc(Cl)c2)C1 (stereo not given),10.3,0.1,-0.8,-0.4,-0.3,-0.4,1.3,6.9,1.5

# (next part)
SMILES,PREPL inhibitor,Efflux pump inh,GASC-1 inh,PP5 primary,Fh CTSL1 inh,PP1 inh,TPT1 inh,HCV core dimer,LYPLA2 counter
NC(N)=NS(=O)(=O)c1ccc(NC(=S)Nc2ccc(F)cc2)cc1,14.4,-0.2,-36.5,2.3,2.8,5.3,-1.7,-12.4,12.6
CCN(CC)CCNC(=O)c1cc2c(=O)n(C)c3ccccc3c2s1,-23.1,0.1,1.7,0.7,1.1,-1.6,-1.3,3.2,-0.4
Cc1ccc(C)c(NC(=O)c2ccc(S(=O)(=O)C(F)F)cc2)c1,8.1,0.1,19.8,2.9,-3.7,-2.6,-3.4,-9.8,6.1
O=C(CC12CC3CC(CC(C3)C1)C2)NCO,-6.9,0.0,-7.4,2.1,-3.4,4.0,-2.2,0.5,-2.0
Cn1c(-c2c(N)n(C3CCCC3)c3nc4ccccc4nc23)nc2ccccc21,6.6,-0.2,0.3,2.1,-2.2,-0.7,38.6*,6.9,-8.3
O=C(CCC(=O)N1CCc2ccccc2C1)NCCc1ccc(Cl)cc1,-23.8,-0.1,0.6,-0.8,-9.1,0.2,-2.9,-1.4,-6.8
CCCc1nn(C)c2c(=O)[nH]c(-c3cc(S(=O)(=O)N(CCO)CCO)ccc3OCC)nc12,-4.9,0.1,-2.0,5.9,-1.5,-1.0,-0.9,-3.9,-1.2
CC1(C)C=C(c2ccc(C=O)s2)CC(C)(C)N1C=O,5.4,-0.3,-4.8,-1.9,-0.7,2.4,-1.4,0.3,-2.2
CCCc1cc(=O)[nH]c(SCCc2ccccc2)n1,-6.3,-0.1,-11.6,1.1,-1.8,3.8,-0.9,-1.5,0.7
COc1ccc(NC(=O)CN(C)C(=O)CNC(=O)c2ccc3c(c2)OCO3)cc1,-8.1,0.0,9.1,-1.5,-2.0,-2.8,0.2,-0.1,-0.1
O=C(O)c1ccc(S(=O)(=O)N(Cc2ccc(F)cc2)C2CCCCC2)cc1,9.2,-0.2,17.3,4.9,2.0,0.7,-1.0,2.4,8.0
C(=N\N1CCN(C2c3ccccc3-c3ccccc32)CC1)/c1cccnc1,9.7,0.4,6.7,2.4,-1.2,2.0,0.4,12.5,3.3

# Just HCV core dimer, for some of the entries so far:
molecule | HCV core dimer
CCN(CC)CCNC(=O)c1cc2c(=O)n(C)c3ccccc3c2s1 | 3.2
NC(N)=NS(=O)(=O)c1ccc(NC(=S)Nc2ccc(F)cc2)cc1 | -12.4

# Only part of the results is shown; the hit share may differ from the screen's.
